# PKA-R2B activ: activators of human PKA-R2B complex; 340,000 compounds, 0.079% hits; activation, % at 11.4 µM; P22694+P31323; PKA-R2B holoenzyme dissociation, Cy5-IP20 fluorescence polarization; R2B truncated from residue 108, S112A mutant; 0% DMSO only, 100% 113 µM cGMP;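 active means activation above a cutoff set at the mean over all compounds plus 3 SD, cut at about 18% in these data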;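 further: higher means more holoenzyme dissociation and a rise in polarization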
# PKA-R1A act: activators of PKA-R1A complex; P00514+P68181; 340,000 compounds, 0.083% hits; activation, % at 11.4 µM; AID 504707; PKA-R1A dissociation, Cy5-IP20 fluorescence polarization; scaled: DMSO 0%, 113 µM cGMP 100%;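 active means percent activation above the mean of all tested compounds plus 3 SD, cut at about 19% in these data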;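 further: higher means more PKAc released from R1A so a rise in polarization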
# Arr AP2 block: blocks beta-arrestin peptide binding to AP2 adaptin; FITC-arrestin peptide / GST-AP2 beads, flow cytometry; AP2 beta2 appendage carries R879A mutation; inhibition, % at 10 µM; 340,000 compounds, 0.31% hits;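 active means inhibition above a set limit, near 3 SD of compounds lacking own fluorescence, cut at about 54% in these data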;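 further: plate controls were DMSO wells for no effect and 5 µM unlabelled arrestin peptide for full effect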
#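 system = GST-tagged AP2 beta2-adaptin appendage (R879A) on 4 µm glutathione beads | reagent = FITC-labelled arrestin peptide probe, 50 nM final | schedule = compound with beads 12 min RT, then probe 1 h RT | signal = HyperCyt-sampled flow cytometry, FL1 channel, ex 488/em 535 nm | read-out = percent response from loss of bead-bound FITC fluorescence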
# SR-BI uptake up: enhances SR-BI lipid uptake from DiI-HDL. 320,000 compounds, 0.096% hits. CHO ldlA[mSR-BI] cells, DiI-HDL uptake fluorescence, 3 h; 100 = double the neutral-control signal. activation, % at 12.5 µM;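 active means mean replicate activation of at least 60% and every replicate at or above 60%; inconclusive means mean or all-replicate condition met, but not both; inactive means mean below 60% and not all replicates reaching 60%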;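 further: 0% = median plate neutral-control signal and 100% = twice that signal; values of inactives mirror those of a sister screen read the other way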
#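 Material – SR-BI-overexpressing, LDLR-lacking CHO cells · Medium – BSA-supplemented, HEPES-buffered Ham's F12, pH 7.4 · Doses – single concentration · Times – compound with DiI-HDL co-incubation, 3 h at 37 °C · Measured by – bottom-read fluorescence, 550/595 nm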
# dFosB act: mouse delta FosB homodimer activation | purified delta FosB, TAMRA-CDK5 oligo fluorescence polarization; percent of positive-control signal above neutral wells | 340,000 compounds, 0.99% hits | activation, % at 25 µM | P13346 | AID 493131;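 active means mean activation above about 17%, with every replicate also reaching it, limit read from the data, passing the limit was not always enough; inconclusive means only one of the two conditions met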;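 further: fluorescence polarization rise as delta FosB binds a TAMRA Cdk5 AP-1 oligo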
# Target sequence (P13346 whole entry, looked up): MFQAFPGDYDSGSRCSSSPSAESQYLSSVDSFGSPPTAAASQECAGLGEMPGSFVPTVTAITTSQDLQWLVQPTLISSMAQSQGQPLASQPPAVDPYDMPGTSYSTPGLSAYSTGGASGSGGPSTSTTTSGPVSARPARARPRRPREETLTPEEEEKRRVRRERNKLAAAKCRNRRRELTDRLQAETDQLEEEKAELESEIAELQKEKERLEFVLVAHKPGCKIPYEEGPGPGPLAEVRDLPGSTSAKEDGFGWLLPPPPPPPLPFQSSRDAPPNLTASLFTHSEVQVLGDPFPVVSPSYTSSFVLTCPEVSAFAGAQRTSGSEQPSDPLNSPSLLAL
# SR-BI HDL uptake: mouse SR-BI HDL lipid transfer inhibition; inhibition, % at 12.5 µM; ldlA[mSR-BI] CHO cells, DiI-HDL uptake fluorescence, 3 h; Q61009; 320,000 compounds, 0.96% hits;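 active means mean replicate inhibition of at least 70% and a set share of replicates each scoring 70 or more; inconclusive means meets just one of the two criteria; inactive means fails both criteria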;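 further: 0% = median of neutral control wells and 100% = median of positive control wells; values of inactives mirror those of a sister screen read the other way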
# CDK5 inh: blocks human CDK5/p35 kinase activity. Q00535+Q15078. Recombinant CDK5/p35, ADP-Glo luminescence, 60 min. inhibition, % at 10 µM. 330,000 compounds, 0.01% hits;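 active means highest replicate inhibition of at least 50% and at least 75% of replicates reaching 50%; inconclusive means only one of the two criteria met; inactive means both criteria failed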;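 further: plate controls were DMSO neutral control for no effect and GW8510 at 10 µM for full effect; many of its hits are not listed in these tables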
# Target sequence (Q00535 whole entry, looked up): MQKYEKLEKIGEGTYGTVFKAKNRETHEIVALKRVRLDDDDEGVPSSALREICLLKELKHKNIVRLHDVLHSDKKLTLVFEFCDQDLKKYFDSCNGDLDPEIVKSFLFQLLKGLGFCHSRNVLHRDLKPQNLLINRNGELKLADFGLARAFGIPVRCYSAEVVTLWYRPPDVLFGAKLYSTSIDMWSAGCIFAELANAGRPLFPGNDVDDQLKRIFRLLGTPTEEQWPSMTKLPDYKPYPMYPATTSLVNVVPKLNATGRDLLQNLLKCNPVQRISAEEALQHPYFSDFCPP
# Target sequence (Q15078 whole entry, looked up): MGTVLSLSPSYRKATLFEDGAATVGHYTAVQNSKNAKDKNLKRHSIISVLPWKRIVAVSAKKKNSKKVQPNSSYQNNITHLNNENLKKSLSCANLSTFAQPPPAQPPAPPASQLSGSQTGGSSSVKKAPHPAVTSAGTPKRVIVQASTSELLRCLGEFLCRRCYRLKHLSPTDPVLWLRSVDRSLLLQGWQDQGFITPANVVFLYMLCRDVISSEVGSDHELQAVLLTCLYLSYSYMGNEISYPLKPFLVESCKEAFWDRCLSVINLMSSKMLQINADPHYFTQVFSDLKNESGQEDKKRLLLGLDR
# NSD2 HMT inh: inhibitors of human histone methyltransferase NSD2; NSD2 peptide methylation, AlphaScreen, 120 min; AID 743445; 310,000 compounds, 0.54% hits; inhibition, % at 12.5 µM; in the data active means inhibition above about 50%
# Mot1-301 SUMO: SUMOylation pathway inhibition by Mot1-301 growth rescue | S. cerevisiae Mot1-301 growth rescue, ATP luminescence, 38.5C; percent above DMSO median, 100 means doubled | growth rescue, % at 18.8 µM | 320,000 compounds, 1% hits | AID 2716;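 active means every valid replicate shows activation above 250% relative to neutral control wells; inactive means the rest, any valid replicate at or below 250%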;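 further: OY570 slx delta 5 strain wells were the positive control but not used for scaling; some compounds called inactive have numbers as strong as hits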
# Pemphigus Ab inh: inhibitors of pemphigus antibody binding to human desmoglein-3. DSG3-coupled beads, scFv-anti-DSG3-GFP binding, flow cytometry; active compounds read low. binding (percent of control), % at 10 µM. 310,000 compounds, 0.48% hits. AID 588358;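 active means binding more than 3 SD below its plate's average and above zero; inconclusive means below that plate limit but binding exactly zero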;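 further: hits lower antibody fragment binding to DSG3; some compounds called inactive have numbers as strong as hits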
# MITF act: increases MITF-driven TRPM1 promoter luciferase signal. SK-MEL-5 TRPM1-promoter luciferase, 24 h; % of positive control, neutral wells = 0. activation, % at 12.5 µM. 300,000 compounds, 0.75% hits;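 active means mean activation of at least 80% with every replicate also reaching 80%; inconclusive means mean reaches 80% but some replicate falls short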;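 further: 0% = neutral control wells and 100% = parthenolide positive control wells; values of inactives mirror those of a sister screen read the other way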
# Active calls of the source: *; ? = inconclusive; . = no result given; & = joins results of further samples.
item	Compound	PKA-R2B activ	PKA-R1A act	Arr AP2 block	SR-BI uptake up	dFosB act	SR-BI HDL uptake
1	COc1ccc(NC(=O)c2cc(S(=O)(=O)N3CCc4ccccc43)cn2C)cc1OC	-8	-9	3	-68	3	68
2	CCCCNC(=O)c1onc(CSc2cccc(Cl)c2)c1C(=O)O	4	-2	7	12	-7	-12
3	O=S(Cc1ccccc1)CC(O)(c1ccccc1)c1ccccc1 (centres undefined)	-7	-14	-3	8	1	-8
4	O=C(CN1CCN(Cc2ccccc2)CC1)Nc1ccccc1	2	5	-6	-5	-4	5
5	Cc1ccccc1OCC(=O)Nc1sc2c(c1C#N)CC(C)(C)NC2(C)C	0	-2	-15	.	-11	.
6	COc1ccccc1C=NNC(=O)NN=Cc1ccccc1OC	-5	1	6	-39	-13	39
7	CCc1ccccc1NC(=O)CN(C)C(=O)c1cccc(S(=O)(=O)N2CCCCCC2)c1	-9	11	-4	-15	-14	15
8	O=C(Nc1ccc2c(c1)OCO2)c1c(Cl)nc2sccn12	7	-3	-8	-27	-1	27
9	Cc1ccnc2c1ccc1cccnc12	-3	-8	-7	9	16	-9
10	CCCOc1ccc(-c2nc(C#N)c(NCCCn3ccnc3)o2)cc1	7	-5	-3	-17	-16	17
11	O=C(CCNC(=O)c1ccccc1Cl)NCCc1ccc(Cl)cc1	0	6	7	-13	-6	13
12	C=CCNC(=O)CN1C(=O)C2C3c4ccccc4C(c4ccccc43)C2C1=O (centres undefined)	-17	-3	-3	-17	-2	17
13	O=C(Nc1ccccc1)c1ccc2snnc2c1	-18	-9	3	-1	-5	1
14	O=C(NCc1ccccc1)N1CCNCC1	-8	-8	5	-8	1	8
15	CC(=O)c1c(C)[nH]c(C(=O)COc2ccc3ccc(=O)oc3c2)c1C	-8	-18	-7	-45	-5	45

item	CDK5 inh	NSD2 HMT inh	Mot1-301 SUMO	Pemphigus Ab inh	MITF act
1	1.3	.	-16	64	.
2	-2.1	.	-20	98	-3
3	-0.9	18	17	84	-7
4	-0.8	1	166	97	-1
5	2.4	-1	-8	97	.
6	2.6	1	.	114	39
7	1.3	-1	16	102	-17
8	-1.5	1	-12	109	94*
9	-0.5	-6	.	83	-80
10	3.9	0	21	105	6
11	-0.2	25	77	106	-7
12	-1.0	0	-18	103	3
13	-2.4	11	-16	97	11
14	-0.3	-4	432	113	-3
15	0.4	0	-8	94	-3

# The results go on:
item	Compound	PKA-R2B activ	PKA-R1A act	Arr AP2 block	SR-BI uptake up	dFosB act	SR-BI HDL uptake
16	C(=N\n1cnnc1)/c1ccc2ncccc2c1	-4	4	-3	16	-17	-16
17	Cc1c(CN2CCCCC2)c(O)n(CCO)c(=O)c1C#N	4	-2	12	16	4	-16
18	O=C(Cn1cnc2cc([N+](=O)[O-])ccc2c1=O)NC1CCS(=O)(=O)C1 (centres undefined)	-6	-11	32	27	-10	-27
19	Cn1ccc(C(=O)OCC(=O)Nc2cccc(Cl)c2)n1	4	-7	7	.	0	.
20	CC(=O)NC(CCS(C)(=O)=O)C(=O)Nc1cccc(C)c1C (centres undefined)	8	0	-8	10	-8	-10
21	CCC(=O)Nc1nc2cc(OC)ccc2s1	-8	-1	4	?	-6	-327
22	O=[N+]([O-])c1ccc(COc2ccc(Br)cc2CN2CCOCC2)cc1	1	5	0	-52	-6	52
23	CCC(=O)NN1CCN(c2ccncc2S(=O)(=O)N2CCCCC2)CC1	1	2	-1	12	-10	-12
24	CN1C2=NCCN2C(=O)c2cc(Cl)ccc21	0	6	5	25	-7	-25
25	Cc1nc(C(=O)NCCCO)cc2c1[nH]c1ccccc12	-1	-6	35	-14	3	14
26	Cc1cccc(/C=N\N=C\c2cccc(C)c2)c1	-5	-10	15	-8	2	8
27	CC(C)C(c1nnnn1CCc1ccccc1)N1CCC(C(N)=O)CC1 (centres undefined)	0	13	-4	-7	-5	7
28	O=C(Nc1ccc(N2CCOCC2)nc1)c1ccc(F)cc1	17	5	13	-18	-6	18
29	CC(C)(Oc1ccc(Cl)cc1)C(=O)Nc1ncccn1	-4	-12	-2	15	-7	-15
30	O=C(CO/N=C/c1ccc2c(c1)OCO2)Nc1cccc(Br)c1	-3	6	4	20	-7	-20

item	CDK5 inh	NSD2 HMT inh	Mot1-301 SUMO	Pemphigus Ab inh	MITF act
16	1.2	-2	7	97	3
17	-1.4	22	4	79	-1
18	0.9	3	-6	101	-1
19	-3.0	-1	193	97	-2
20	-4.2	.	-16	103	.
21	1.1	0	1	112	.
22	1.4	5	-10	101	9
23	1.9	0	-18	105	4
24	-0.5	-2	21	110	-6
25	0.4	2	-2	97	1
26	1.4	-2	-7	100	.
27	-2.9	-3	9	102	3
28	0.7	.	7	101	55
29	-1.1	-11	-6	102	.
30	-0.1	2	-5	120	2

# Carrying on.
item	Compound	PKA-R2B activ	PKA-R1A act	Arr AP2 block	SR-BI uptake up	dFosB act	SR-BI HDL uptake
31	O=C(COc1ccc(Br)cc1)NCc1cn2ccccc2n1	2	-4	-7	10	-7	-10
32	Cc1ccc(OCC(=O)NCCCNC(=O)COc2ccc(C)cc2)cc1	1	8	19	-21	-4	21
33	Cn1c(C(=O)N2CCCC(C(=O)NCCCc3ccccc3)C2)cc2sccc21 (centres undefined)	-1	-2	14	-22	-1	22
34	CC(CCN1C(N(C)C)=NC[C@@H]1C)c1ccccc1 (some centres undefined)	5	-1	40	14	4	-14
35	O=C(Nc1nc2cc3c(cc2s1)OCO3)C1=COCCO1	-7	5	-3	4	2	-4
36	CC(=O)c1cccc(N=C2C(=O)Nc3ccccc32)c1	11	4	18	25	1	-25
37	COC(=O)c1ccccc1NC(=O)N1CCN(c2ccccc2)CC1	2	-10	0	-13	-9	13
38	O=C(Nc1ccc2c(c1)OCO2)c1ccc(N2CCCC2)c([N+](=O)[O-])c1	-1	-4	36	-23	7	23
39	N#C/C(=C\C1=C(N2CCOCC2)C(=C\c2ccccc2)/CC1)C(=O)Nc1ccccc1F	-4	-4	-2	-84	-154	84*
40	O=C(Cn1c(=O)oc2ccccc21)Nc1ccc(Cl)cc1Cl	1	-10	-2	16	16	-16
41	O=C(OCCn1c(=S)sc2ccccc21)c1ccccc1	-7	-11	45	8	-6	-8
42	CCOc1ccccc1OCCOc1ccc(F)cc1	-5	-4	26	-28	3	41
43	CC(Nc1nc(-c2ccc(F)cc2)cs1)c1nc2cc(Cl)c(N3CCCCC3)cc2n1CCCO (centres undefined)	-1	-10	20	-18	-7	18
44	COc1ccc(N2CCN(C(=O)CSc3nc(C)cs3)CC2)cc1	-10	-1	1	36	-4	-36
45	O=C(/C=C/c1cccs1)NCc1ccccc1	-4	-3	-8	17	-4	-17

item	CDK5 inh	NSD2 HMT inh	Mot1-301 SUMO	Pemphigus Ab inh	MITF act
31	0.6	3	-2	102	0
32	1.0	4	.	103	-1
33	-2.1	10	.	100	-16
34	-0.5	.	-10	102	9
35	-0.6	.	-5	106	-83
36	.	.	-24	.	-16
37	0.7	1	142	103	-11
38	-0.9	10	26	98	66
39	1.9	.	.	144	-14
40	1.0	-2	2	101	10
41	-0.3	.	.	108	55
42	-1.6	-3	76	115	15
43	0.7	.	25	101	-2
44	-4.1	1	-14	104	0
45	-2.3	-3	13	115	38

# Remaining list, next part
item	Compound	PKA-R2B activ	PKA-R1A act	Arr AP2 block	SR-BI uptake up	dFosB act	SR-BI HDL uptake
46	CCc1ccccc1NC(=O)CN1C(=O)C2CCCN2c2ncc(Cl)cc21 (centres undefined)	-7	-1	2	-30	-3	30
47	Cc1cc(C)n(CCNC(=O)c2ccco2)n1	3	-5	27	.	-2	.
48	CC(C)c1c(C(=O)N/N=C/c2ccccc2OCc2c(F)cccc2Cl)nnn1-c1nonc1N	-14	1	1	-8	-4	8
49	O=C(NCCO)c1nc(C(=O)c2ccccc2)c2ccccc2n1	-4	-2	16	52	-2	-52
50	Cc1ccc(S(=O)(=O)N2CCN(c3cc4c(cc3[N+](=O)[O-])n(C)c(=O)n4C)CC2)cc1	-4	-4	-13	-8	-13	8
51	O=C(COC(=O)[C@@H]1CCCN1C(=O)c1cccs1)Nc1ccc(Br)cc1	-2	-13	26	1	-5	-1
52	O=S(=O)(c1ccc(F)cc1F)N1CCCN(c2ccc(C(F)(F)F)cn2)CC1	.	.	33	-33	-6	33
53	Cc1cc(N2CCCCC2)nc2ccccc12	-11	-4	11	4	1	-4
54	c1cc2c3c(cccc3c1)NC1(CCCC1)N2	-5	5	53	4	63*	-4

item	CDK5 inh	NSD2 HMT inh	Mot1-301 SUMO	Pemphigus Ab inh	MITF act
46	0.0	1	-8	96	-2
47	0.4	-5	234	.	-1
48	-2.3	-1	1	100	-25
49	-2.0	.	14	100	-8
50	0.2	1	13	103	-8
51	0.8	0	2	.	3
52	1.5	10	31	95	.
53	0.0	-7&-19	201	109	3
54	-1.7	6	.	80	-22

# In another format: results already given.
(49) O=C(NCCO)c1nc(C(=O)c2ccccc2)c2ccccc2n1
(50) Cc1ccc(S(=O)(=O)N2CCN(c3cc4c(cc3[N+](=O)[O-])n(C)c(=O)n4C)CC2)cc1
(51) O=C(COC(=O)[C@@H]1CCCN1C(=O)c1cccs1)Nc1ccc(Br)cc1
(52) O=S(=O)(c1ccc(F)cc1F)N1CCCN(c2ccc(C(F)(F)F)cn2)CC1
(53) Cc1cc(N2CCCCC2)nc2ccccc12

Compound,49,50,51,52,53
PKA-R2B activ,-4,-4,-2,.,-11
PKA-R1A act,-2,-4,-13,.,-4
Arr AP2 block,16,-13,26,33,11
SR-BI uptake up,52,-8,1,-33,4
dFosB act,-2,-13,-5,-6,1
SR-BI HDL uptake,-52,8,-1,33,-4
CDK5 inh,-2.0,0.2,0.8,1.5,0.0
NSD2 HMT inh,.,1,0,10,-7&-19
Mot1-301 SUMO,14,13,2,31,201
Pemphigus Ab inh,100,103,.,95,109
MITF act,-8,-8,3,.,3
